Assay outcomes from PubChem.
Abeta yeast res: A-beta toxicity reversal in yeast; yeast expressing A-beta42, growth rescue, OD600, 48 h; response scale: 0% DMSO, 100% iron-clioquinol control; Potency, µM (series often up to 46.1 µM), without a hit: top-dose growth rescue, most hits filed as activators; 410,000 tested, 0.063% active; also: potency is read from the fitted curve at half-maximal effect; nearly all actives have a fitted effect of over 55% in size
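Yeast A-beta toxicity model in growth medium with pinned compounds, 48 h at 30 C; growth read as absorbance at 600 nm. Normalized to FeCl3/clioquinol equimolar mix (positive) and DMSO (negative).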
TDP-43 yeast inh: inhibitors of TDP-43 toxicity in yeast; TDP-43 expressing yeast growth rescue, BacTiter-Glo, 24 h; Potency, µM (highest dose often 46.1 µM), for the others: at the top dose growth rescue (activation), actives largely listed as activators; 410,000 tested, 1.8% active; AID 652104; also: potency is read from the fitted curve at half-maximal effect; % of control where 0% means no effect; nearly all actives have a fitted effect of over 50% in size
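Yeast expressing TDP-43 (pregrown in raffinose, seeded at OD600=0.02 in galactose medium) exposed to compounds 24 hr at 30 deg C. Growth read by BacTiter-Glo luminescence; rescue of toxicity appears as increased signal.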
EPAC2 antagonist: antagonists of human EPAC2; Q8WZA2; EPAC2 GEF exchange of Rap1B-BODIPY-GDP, fluorescence; Potency, µM (series often up to 114 µM), without a hit: at the highest dose activity, negative = inhibition, usual class: inhibitors; 360,000 tested, 0.18% active; AID 720708; also: potency is read from the fitted curve at half-maximal effect; % is scaled to controls: 0 for no effect and ±100 for the full control effect; nearly all actives have a fitted effect of over 45% in size; many of its hits are not listed in these tables
Target sequence (Q8WZA2 whole entry, looked up): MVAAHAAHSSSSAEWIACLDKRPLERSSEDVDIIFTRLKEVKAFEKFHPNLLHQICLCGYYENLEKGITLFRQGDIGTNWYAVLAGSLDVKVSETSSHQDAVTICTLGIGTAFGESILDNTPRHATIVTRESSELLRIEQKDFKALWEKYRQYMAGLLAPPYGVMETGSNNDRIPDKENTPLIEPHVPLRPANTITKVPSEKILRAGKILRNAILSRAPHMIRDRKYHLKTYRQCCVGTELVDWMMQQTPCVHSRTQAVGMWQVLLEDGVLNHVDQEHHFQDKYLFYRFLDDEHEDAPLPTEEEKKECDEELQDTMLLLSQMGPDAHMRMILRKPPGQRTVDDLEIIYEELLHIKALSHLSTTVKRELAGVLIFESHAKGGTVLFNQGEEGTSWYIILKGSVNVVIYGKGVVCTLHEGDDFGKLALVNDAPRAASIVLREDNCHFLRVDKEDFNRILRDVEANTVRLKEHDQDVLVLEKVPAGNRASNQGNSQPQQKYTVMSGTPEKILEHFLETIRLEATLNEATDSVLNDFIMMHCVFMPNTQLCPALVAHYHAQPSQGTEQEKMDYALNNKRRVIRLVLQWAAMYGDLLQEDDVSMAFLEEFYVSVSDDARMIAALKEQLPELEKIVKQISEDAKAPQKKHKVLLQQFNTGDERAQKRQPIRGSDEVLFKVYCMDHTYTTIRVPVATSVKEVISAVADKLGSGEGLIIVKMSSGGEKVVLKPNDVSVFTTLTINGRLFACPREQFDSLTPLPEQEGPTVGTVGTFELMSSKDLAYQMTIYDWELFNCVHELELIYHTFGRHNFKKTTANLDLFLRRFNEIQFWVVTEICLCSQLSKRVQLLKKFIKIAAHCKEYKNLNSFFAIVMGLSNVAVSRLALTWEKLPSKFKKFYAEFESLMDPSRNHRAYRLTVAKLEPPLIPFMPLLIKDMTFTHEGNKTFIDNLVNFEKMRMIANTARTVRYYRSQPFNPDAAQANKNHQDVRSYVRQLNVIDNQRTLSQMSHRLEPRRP
aSyn rescue: alpha-synuclein toxicity inhibition in yeast | Yeast expressing alpha-synuclein, growth rescue, BacTiter-Glo, 24 h | Potency, µM (doses to about 46.1 µM), inactives show at the highest dose growth rescue (activation), actives largely listed as activators | 370,000 tested, 0.14% active | AID 652106; also: potency is read from the fitted curve at half-maximal effect; % of control where 0% means no effect; nearly all actives have a fitted effect of over 65% in size
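Rescue of yeast growth: cells expressing toxic alpha-synuclein, induced in galactose at OD600 0.02, incubated with compound 24 h at 30 C. ATP luminescence quantified growth; inhibitors of toxicity appear as activators.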
EPAC2 ag: agonists of human EPAC2 (RAPGEF4) | 360,000 tested, 0.079% active | Potency, µM (doses to about 154 µM), for the others: at the top dose activation, hits mostly activators | EPAC2 activation, biochemical qHTS; response scale: 100% = 6.5 mM cAMP response | AID 720711 | Q8WZA2; also: potency is read from the fitted curve at half-maximal effect; nearly all actives have a fitted effect of over 50% in size
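In this primary screen, activation is scored as increased exchange of BODIPY-GDP from Rap1B by 100 nM EPAC2, with 50 uM GDP as competitor. Signal is normalized to the 6.5 mM cAMP agonist control.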
DRD3 antagonist: antagonists of human D3 dopamine receptor | max response, negative = inhibition, % | P35462 | D3R cells, DiscoveRx beta-arrestin luminescence, antagonist mode; active compounds read low | 360,000 tested, 2.5% active; in the data active = max response below about -50%; inconclusive = no clear call, values can overlap the other calls; also: % is scaled to controls: 0 for no effect and ±100 for the full control effect; mostly tested at two doses, the higher about 12 µM
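Cells plated overnight at 1500 cells/well, then exposed to library compounds with dopamine controls for 90 minutes at 37 degrees C. DiscoveRx reagent added for 30–60 minutes at room temperature; luminescence read, quantitative HTS format.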
D3 ag: D3 dopamine receptor (human) agonism; D3R DiscoveRx beta-arrestin cells, luminescence, 90 min; max activation, %; 410,000 tested, 0.58% active; AID 652048; in the data active = max activation above about 30%; also: 0% is about no effect; mostly tested at two doses, the higher about 12 µM
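Cells at 1500/well, incubated overnight, then treated with pinned compounds (dopamine as control) for 90 min at 37 degrees C. DiscoveRx reagent added for 30 - 60 minutes at room temperature; luminescence read.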
FUS yeast rescue: FUS proteinopathy suppression in yeast | AID 1347120 | 390,000 tested, 0.24% active | S. cerevisiae FUS-expressing, growth rescue, OD600, 24 h | Potency, µM (top dose mostly 76.6 µM), for the others: at the top dose growth rescue (activation), usual class: activators;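 also: potency is read from the fitted curve at half-maximal effect; plate controls were DMSO vehicle for no effect and reference control for full effect; nearly all actives have a fitted effect of over 55% in size; some results filed as inactive show a strong effect at the top dose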
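Toxicity suppression screen in FUS-yeast. Cells induced with 2% galactose, starting OD 0.005, treated 24hr at 30C with compounds at multiple final concentrations; growth by OD600.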
* marks the source's active call; other numbers are inactive results; u = inconclusive; x = no result given; [ ] = another dose, or the depositor's remark. Unless noted, calls follow the shape of the dose curve; as a rule, active = well fitted curve in the direction sought with a large enough effect; inconclusive = small, poorly fitted or top-dose-only effect, or another doubt; inactive = no such curve, though single readings can be large; an effect the other way counts as inactive or inconclusive. An excerpt (hit frequency here may not be typical).

1	COc1cccc(CNC(=O)C2CCCN(c3nn4c(=O)cc(C)nc4s3)C2)c1 (stereo unspecified)
2	C[C@H](NC(=O)c1nc[nH]c1C(=O)N[C@@H](Cc1ccccc1)C(=O)OCc1ccccc1)C(=O)OCc1ccccc1
3	NC(=O)CC(NC(=O)Cc1ccc(Br)cc1)c1ccc(N2CCC(Cc3ccccc3)CC2)c([N+](=O)[O-])c1 (stereo unspecified)
4	Cn1c(=N)n(CC(O)c2cccc3ccccc23)c2ccccc21 (stereo unspecified)
5	Cc1ccc(/C(O)=C2/C(=O)C(=O)N(CCN3CCOCC3)C2c2cccs2)cc1 (stereo unspecified)
6	COc1cccc(OC)c1C(=O)Nc1ccccc1N1CCCC1
7	O=C(/C(=N\Nc1ccc([N+](=O)[O-])cc1)Sc1nnnn1-c1ccccc1)c1ccccc1
8	O=C(CSc1nc(Nc2ccccc2)nc(N2CCOCC2)n1)Nc1ccc([N+](=O)[O-])cc1
assay / entry,1,2,3,4,5,6,7,8
Abeta yeast res,1.2%,8.0%,-9.0%,8.2%,-12.2%,-11.6%,-3.6%,9.0%
TDP-43 yeast inh,-15.8%,5.5%,-14.9%,10.8%,-31.0%[inhibitor],5.9%,-19.1%,-9.2%
EPAC2 antagonist,0.2%,-2.8%,4.9%,9.8%,27.6%,11.1%,0.8%,-8.4%
aSyn rescue,0.4%,9.0%,-0.2%,2.3%,-0.7%,3.7%,-12.0%,10.2%
EPAC2 ag,7.5%,2.2%,-2.4%,-0.3%,8.4%,0.7%,5.8%,18.1%
DRD3 antagonist,14.4,-28.5,-97.2*,-8.7,5.0,-3.0,-82.1*,-29.2
D3 ag,2.1,7.8,-2.0,-6.6,5.5,-6.2,-12.8,-0.3
FUS yeast rescue,7.6%,17.5%,24.0%,2.8%,x,16.9%,x,30.3%

9	Cc1cc(C)nc(SCC(=O)N(C)C)n1
10	FC(F)(F)c1cc(-c2ccc3c(c2)OCO3)nc(NCc2ccco2)n1
11	CN(C(=O)c1ccc(S(=O)(=O)NC2CCCC2)cc1)C1CCCCC1
12	C/C(=N\Nc1ccc(S(N)(=O)=O)cc1[N+](=O)[O-])c1ccco1
13	CCOC(=O)C(=O)Nc1c(C(=O)Nc2cccc(F)c2)oc2ccccc12
14	COc1ccc(-n2c(/C=C/c3cccc(C(F)(F)F)c3)nc3ccccc3c2=O)cc1Cl
15	O=C(N/N=C/c1cc(Br)c(O)c(Br)c1O)c1ccc2c(c1)OCCO2
16	Cc1ccsc1CN(C)C(=O)CN1C(=O)NC2(CCCc3ccccc32)C1=O (stereo unspecified)
assay / entry,9,10,11,12,13,14,15,16
Abeta yeast res,-13.4%,2.1%,0.7%,-13.1%,3.7%,-3.3%,-10.4%,2.7%
TDP-43 yeast inh,-18.6%,0.0%,-13.5%,-9.7%,5.1%,u,u,4.3%
EPAC2 antagonist,-0.4%,-15.7%,-1.6%,-13.9%,x,x,0.4%,-2.8%
aSyn rescue,-0.5%,2.0%,4.6%,0.2%,x,x,2.6%,-3.1%[1.84 µM]
EPAC2 ag,14.0%,11.6%,4.6%,-4.4%,x,x,1.0%,7.8%
DRD3 antagonist,-17.9,15.4,-12.1,-27.3,x,x,1.9,1.2
D3 ag,2.6,-1.4,1.0,-2.2,-0.7,4.2,24.4,4.6
FUS yeast rescue,-10.1%,22.7%,6.4%,6.1%,0.3%,18.4%,-12.9%,30.6%

Sorted by number of heavy atoms (rising): some entries from above.
12	C/C(=N\Nc1ccc(S(N)(=O)=O)cc1[N+](=O)[O-])c1ccco1
6	COc1cccc(OC)c1C(=O)Nc1ccccc1N1CCCC1
15	O=C(N/N=C/c1cc(Br)c(O)c(Br)c1O)c1ccc2c(c1)OCCO2
10	FC(F)(F)c1cc(-c2ccc3c(c2)OCO3)nc(NCc2ccco2)n1
13	CCOC(=O)C(=O)Nc1c(C(=O)Nc2cccc(F)c2)oc2ccccc12
16	Cc1ccsc1CN(C)C(=O)CN1C(=O)NC2(CCCc3ccccc32)C1=O (stereo unspecified)
5	Cc1ccc(/C(O)=C2/C(=O)C(=O)N(CCN3CCOCC3)C2c2cccs2)cc1 (stereo unspecified)
7	O=C(/C(=N\Nc1ccc([N+](=O)[O-])cc1)Sc1nnnn1-c1ccccc1)c1ccccc1
8	O=C(CSc1nc(Nc2ccccc2)nc(N2CCOCC2)n1)Nc1ccc([N+](=O)[O-])cc1
assay / entry,12,6,15,10,13,16,5,7,8
Abeta yeast res,-13.1%,-11.6%,-10.4%,2.1%,3.7%,2.7%,-12.2%,-3.6%,9.0%
TDP-43 yeast inh,-9.7%,5.9%,u,0.0%,5.1%,4.3%,-31.0%[inhibitor],-19.1%,-9.2%
EPAC2 antagonist,-13.9%,11.1%,0.4%,-15.7%,x,-2.8%,27.6%,0.8%,-8.4%
aSyn rescue,0.2%,3.7%,2.6%,2.0%,x,-3.1%[1.84 µM],-0.7%,-12.0%,10.2%
EPAC2 ag,-4.4%,0.7%,1.0%,11.6%,x,7.8%,8.4%,5.8%,18.1%
DRD3 antagonist,-27.3,-3.0,1.9,15.4,x,1.2,5.0,-82.1*,-29.2
D3 ag,-2.2,-6.2,24.4,-1.4,-0.7,4.6,5.5,-12.8,-0.3
FUS yeast rescue,6.1%,16.9%,-12.9%,22.7%,0.3%,30.6%,x,x,30.3%

Carrying on:
17	O=S(=O)(c1cccc2cccc(Cl)c12)N1CCCC1
18	Cc1ccc(CNC(=O)c2c[nH]n3c(=O)c(Cc4ccc(Cl)cc4)c(C)nc23)cc1
19	CN(Cc1ccccc1)C(=O)COC(=O)CCC(=O)c1ccc(Cl)cc1
20	Cc1ccc(C(=O)c2cc([N+](=O)[O-])ccc2N2CCOCC2)cc1
21	Cc1cccc(Nc2nc(NCCO)nc(N3CCCC3)n2)c1
22	O=S(=O)(c1ccc(SCc2ccccc2F)nc1)N1CCCC1
23	CCC(C)(C)NC(=O)C(c1ccncc1)N(C(=O)Cn1nnc2ccccc21)c1cc2c(cc1C(C)=O)OCO2 (stereo unspecified)
24	O=S(=O)([N-]c1nc2ccccc2nc1-[n+]1ccccc1)c1ccccc1
assay / entry,17,18,19,20,21,22,23,24
Abeta yeast res,12.5%,-2.1%,7.2%,7.6%,-19.5%,7.1%,-1.7%,3.6%
TDP-43 yeast inh,1.6%,-13.8%,25.5%,35.5µM*,x,11.3%,-21.2%,-24.0%
EPAC2 antagonist,u,x,-7.2%,5.5%,2.4%,-0.1%,1.5%,3.9%
aSyn rescue,10.3%,x,1.9%,14.4%,x,-1.8%,-0.9%,-3.6%
EPAC2 ag,-0.3%,x,5.4%,-4.9%,2.5%,21.2%,-2.3%,8.0%
DRD3 antagonist,1.3,x,0.6,6.2,x,-1.5,-3.3,10.8
D3 ag,-3.2,0.1,-21.2,-5.9,x,-6.2,-11.7,-5.0
FUS yeast rescue,-45.0%,18.6%,x,x,-21.7%,-19.1%,7.7%,12.9%

Overlap with the part before: 2 compounds, followed by the next part.
23	CCC(C)(C)NC(=O)C(c1ccncc1)N(C(=O)Cn1nnc2ccccc21)c1cc2c(cc1C(C)=O)OCO2 (stereo unspecified)
24	O=S(=O)([N-]c1nc2ccccc2nc1-[n+]1ccccc1)c1ccccc1
25	NNC(=O)C(=O)NCCCN1CCOCC1
26	COCCNc1ccc(-c2nc(-c3cccc(C)c3)no2)cc1[N+](=O)[O-]
27	CCOCCCNC(=S)N1CCN(Cc2ccc3c(c2)OCO3)CC1
28	Cc1cc2ccccc2n1CCNC(=O)c1ccccc1F
29	N#CCCn1nc(-c2ccc([N+](=O)[O-])cc2)cc1Nc1ccccc1NC(=O)C(F)(F)F
30	Cc1ccc(-c2c(C(=O)NCCc3ccc(Cl)cc3)oc(=O)c3ccccc23)cc1
31	Cc1cc(=O)[nH]c(SCC(=O)Nc2cccc(S(=O)(=O)N3CCOCC3)c2)n1
assay / entry,23,24,25,26,27,28,29,30,31
Abeta yeast res,-1.7%,3.6%,6.7%,-5.1%,-24.6%,20.7%,-6.2%,-21.6%,7.1%
TDP-43 yeast inh,-21.2%,-24.0%,16.9%,4.6%,-10.5%[0.397 µM],u,-15.3%,-8.8%,-8.7%
EPAC2 antagonist,1.5%,3.9%,6.6%,x,-12.1%,x,-18.3%,x,0.0%
aSyn rescue,-0.9%,-3.6%,-8.2%,x,-2.7%,x,-0.5%,x,0.9%
EPAC2 ag,-2.3%,8.0%,11.7%,x,3.9%,x,-5.3%,x,6.3%
DRD3 antagonist,-3.3,10.8,-2.8,x,1.5,x,-5.1,x,-1.1
D3 ag,-11.7,-5.0,-1.6,1.4,-11.9,-6.8,-9.4,-1.0,-4.5
FUS yeast rescue,7.7%,12.9%,-40.3%,-1.1%,2.3%,11.7%,x,15.8µM*,x
